RAD54 inh – inhibitors of human RAD54 branch migration; hit rate 0.14% among 360,000; Q92698; inhibition, % at 10.4 µM; RAD54 Holliday junction branch migration, FAM/BHQ fluorescence;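 active = mean normalized replicate activity at least 40 and at least half of replicates scoring 40 or more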;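 note: 0% = median of neutral control wells and 100% = median of positive control wells; inhibitors cause a drop in the FAM fluorescence signal; in these data hits start at about 50%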
Target sequence (Q92698 whole entry, looked up): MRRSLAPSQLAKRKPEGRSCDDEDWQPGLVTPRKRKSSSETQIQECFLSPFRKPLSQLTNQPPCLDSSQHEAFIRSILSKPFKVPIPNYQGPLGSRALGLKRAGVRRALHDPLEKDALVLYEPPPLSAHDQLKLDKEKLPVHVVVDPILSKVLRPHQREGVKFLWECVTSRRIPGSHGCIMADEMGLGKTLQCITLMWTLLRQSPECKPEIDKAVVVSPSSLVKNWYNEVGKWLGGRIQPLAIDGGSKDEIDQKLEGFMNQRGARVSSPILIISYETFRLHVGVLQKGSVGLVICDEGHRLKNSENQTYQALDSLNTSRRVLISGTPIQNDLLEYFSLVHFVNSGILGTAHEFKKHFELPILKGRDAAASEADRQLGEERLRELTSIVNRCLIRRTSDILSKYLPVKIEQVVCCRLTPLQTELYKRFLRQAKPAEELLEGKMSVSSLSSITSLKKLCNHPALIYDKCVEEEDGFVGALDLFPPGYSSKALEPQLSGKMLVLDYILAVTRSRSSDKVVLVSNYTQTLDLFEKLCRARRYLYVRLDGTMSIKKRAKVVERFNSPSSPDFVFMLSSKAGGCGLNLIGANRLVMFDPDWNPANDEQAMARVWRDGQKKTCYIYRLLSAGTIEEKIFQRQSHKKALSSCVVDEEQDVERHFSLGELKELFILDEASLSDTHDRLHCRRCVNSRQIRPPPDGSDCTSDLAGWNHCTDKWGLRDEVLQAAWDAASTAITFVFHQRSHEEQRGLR
FN deposit inh – fibronectin deposition inhibition. hit rate 0.086% among 350,000. inhibition, % at 12.6 µM. AH1F fibroblasts, Alexa488-fibronectin deposition fluorescence, overnight;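 active = mean inhibition across replicates of 30% or more, regardless of how many single replicates reach that level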;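 note: positive control wells lacked labelled fibronectin entirely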
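Measured by – fluorescence 485/525 nm · System – AH1F fibroblast monolayer, labelled fibronectin deposition · Amount – 10000 cells per well · Buffer or medium – serum-reduced DMEM (2% serum) · Doses – single dose, pinned · Also added – fluorescent fibronectin at 24 nM final · Schedule – 1 h cell attachment, overnight exposure to compound and label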
esBAF inh – inhibitors of esBAF chromatin remodeling in mouse ES cells. hit rate 2% among 350,000. reporter increase, % at 12.5 µM. Bmi1-luciferase knock-in reporter, 24 h; 100% = twice the neutral-well signal; in the data active = activation above about 40%;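 note: 0% = median of the plate's neutral control wells and 100% = double that signal; a rise in the Bmi1 reporter signal indicates esBAF inhibition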
* hit, by the source's call. Some of the compounds tested (hit frequency here may not be typical).

SMILES	RAD54 inh	FN deposit inh	esBAF inh
CCC1CCCCN1CCCNC(=O)COc1cc(=O)n(C)c2ccccc12 (centres undefined)	0	-2	-11
COc1ccccc1OCc1nc2ccccc2[nH]1	3	0	12
O=C(c1cccs1)N1CCC(N2CCN(c3ccccc3)CC2)CC1	1	3	3
CC(=O)Nc1ccc(/C=N/NC(=O)c2cc3cc(C)ccc3nc2C)cc1	7	2	30
CCOC(=O)c1cc2sccc2n1CC(=O)OC	5	-13	-8
COc1ccc(C2C(C(C)=O)=C(C)Nc3ncnn32)cc1OC (centres undefined)	5	0	-4
CCCSc1oc(-c2ccco2)nc1S(=O)(=O)c1ccccc1	-2	5	-1
O=C1CN(c2ccccc2Cl)C(=O)CN1c1ccccc1Cl	0	7	-5
N#Cc1ccc(CSc2nnc(NC(=O)CN3C(=O)C4CC=CCC4C3=O)s2)cc1 (centres undefined)	-4	2	-5
O=C(Nc1ccccn1)N1CCOCC1	-4	-3	5
Cc1ccc(S(=O)(=O)N2CCOCC2)cc1C(=O)NCc1ccco1	-12	-1	-6
CN(Cc1ccccc1)S(=O)(=O)c1ccc(S(=O)(=O)N(Cc2ccc(F)cc2)C2CCCC2)cc1	-12	-1	6
COc1cc(C2CC(=O)c3cnc(NC(=O)COc4ccccc4)nc3C2)cc(OC)c1OC (centres undefined)	-1	9	-6
Cc1ccc(C)c(SCC(=O)Nc2nnc(-c3ccccc3)o2)c1	2	-4	-1
O=C(CCN1C(=O)CSC1=O)Nc1ccc(Br)cc1	-8	-1	1
Nc1ccc(S(=O)(=O)c2ccc(Cl)cc2)cc1	-11	-2	-3
CC(=O)Nc1ccc(S(=O)(=O)N2CCC(NC(=O)C(Cc3cccn3C)NC(C)=O)CC2)cc1 (centres undefined)	-9	0	-7
CCOc1cc(/C=N\NC(=O)c2ccc(NC(=O)C(C)(C)C)cc2)ccc1OC(=O)c1cccc(C)c1	5	1	-9
O=C(CSCc1c(F)cccc1Cl)NCC1CCCO1 (centres undefined)	0	-2	8
CC(=O)Cc1nsc(NC(=O)c2ccc(-c3cc(C(F)(F)F)ccc3Cl)o2)n1	1	6	8

Full records, looked up by structure.
Results for `CCOC(=O)c1cc2sccc2n1CC(=O)OC` = RAD54 inh = 5; FN deposit inh = -13; esBAF inh = -8
Results for `CC(=O)Nc1ccc(S(=O)(=O)N2CCC(NC(=O)C(Cc3cccn3C)NC(C)=O)CC2)cc1` (centres undefined) = RAD54 inh = -9; FN deposit inh = 0; esBAF inh = -7

(next part)
SMILES	RAD54 inh	FN deposit inh	esBAF inh
O=C(NC(CSCc1ccccc1)C(=O)N/N=C/c1ccc(O)cc1O)c1ccc([N+](=O)[O-])cc1 (centres undefined)	1	3	-17
CC(=O)NC(c1ccccc1)c1cccnc1 (centres undefined)	-1	-7	1
CCCCNC(=O)Nc1cc(C(F)(F)F)c[nH]c1=O	-4	3	-1
COc1ccccc1CNC(=O)C1CCN(C(=O)N(C)C)CC1	-20	-7	-9
COc1ccc(C2=NOC(C(=O)N3CCCc4ccccc43)C2)cc1 (centres undefined)	0	0	7
COc1cc(NC(=O)c2cc3nc(-c4ccccc4)cc(-c4ccccc4)n3n2)cc(OC)c1OC	6	2	-4
COc1cc2c(C(=O)NCCCOC(C)C)cn(CC(C)C)c(=O)c2cc1OC	-1	1	-2
CCOc1ccc(-c2csc(C3COc4ccccc4O3)n2)cc1 (centres undefined)	19	5	38
CCC/C(=N/NC(=O)c1csc(C)c1C)c1ccc(Cl)s1	1	-9	31
COc1cccc(C(=O)O/N=C(\N)c2ccc([N+](=O)[O-])cc2)c1	7	-21	55*

Three compounds from above, ordered by the number in esBAF inh, rising.
SMILES,esBAF inh
CC(=O)NC(c1ccccc1)c1cccnc1 (centres undefined),1
CCC/C(=N/NC(=O)c1csc(C)c1C)c1ccc(Cl)s1,31
COc1cccc(C(=O)O/N=C(\N)c2ccc([N+](=O)[O-])cc2)c1,55*

(further entries)
SMILES	RAD54 inh	FN deposit inh	esBAF inh
O=c1[nH]cnc2c1nc(SCc1ccccc1)n2C1OC(CO)C(O)C1O (centres undefined)	-1	-4	3
CCS(=O)(=O)n1nc(C(=O)N2CCOCC2)nc1N	9	-5	-7
O=C(Oc1cccc(Oc2ccccc2)c1)N1CCOCC1	1	1	-4
O=C(O)Cc1sc(-c2ccccc2)nc1-c1ccccc1	3	5	0
COc1ccc(-n2cnnc2SCC(=O)c2ccc(S(=O)(=O)N3CCOCC3)cc2)cc1	5	-5	-3
O=C(NCc1ccccc1Cl)C1CCN(S(=O)(=O)N2CCCCC2)CC1	-2	3	7
O=C1C=C(N2CCN(C3=CC(=O)CCC3)CC2)CCC1	-15	0	-8
CCSc1nc2cc(OC)c(OC)cc2c(=O)n1CCc1ccccc1	3	6	0
Cc1ccc(C(=O)N2CC(C)OC(C)C2)c(Cl)c1 (centres undefined)	-5	15	-2
CS(=O)(=O)Nc1ccc(OCc2ccccc2)cc1	0	-9	30

Shown with two lines to a compound: 6 of the compounds above.
Every second line gives: RAD54 inh | FN deposit inh | esBAF inh
> CC(=O)Cc1nsc(NC(=O)c2ccc(-c3cc(C(F)(F)F)ccc3Cl)o2)n1
→ 1 | 6 | 8
> O=C(c1cccs1)N1CCC(N2CCN(c3ccccc3)CC2)CC1
→ 1 | 3 | 3
> COc1cc(NC(=O)c2cc3nc(-c4ccccc4)cc(-c4ccccc4)n3n2)cc(OC)c1OC
→ 6 | 2 | -4
> O=C1C=C(N2CCN(C3=CC(=O)CCC3)CC2)CCC1
→ -15 | 0 | -8
> CC(=O)Nc1ccc(S(=O)(=O)N2CCC(NC(=O)C(Cc3cccn3C)NC(C)=O)CC2)cc1 (centres undefined)
→ -9 | 0 | -7
> COc1cc(C2CC(=O)c3cnc(NC(=O)COc4ccccc4)nc3C2)cc(OC)c1OC (centres undefined)
→ -1 | 9 | -6

(cont.)
SMILES	RAD54 inh	FN deposit inh	esBAF inh
COc1ccc(/C(O)=C2\C(=O)C(=O)N(c3cc(C)on3)C2c2ccccc2OC)cc1C (centres undefined)	2	-4	-1
CC(c1nnc(SCn2nnc3ccccc3c2=O)n1-c1ccc(Cl)cc1)N(C)C (centres undefined)	-3	-9	0
O=C(c1ccccc1)c1cnc(-c2ccc(Cl)cc2)s1	4	-7	39
O=C(Nc1ccon1)c1cccc(Cl)c1	3	-3	6
COc1cccc(C(=O)Nc2c(F)c(F)c(F)c(F)c2F)c1	8	0	-2
CC(=O)c1c(N2CCCC2)nc(=S)n(-c2ccccc2)c1C	6	-3	4
Cc1cc2ccccc2c(=O)n1CC(=O)NCC(=O)N1CCN(c2cccc(Cl)c2)CC1	-14	-5	-2
CCOC(=O)c1cc(C(=O)OCC)c2cc(Br)ccc2n1	3	-8	-1
CC(CC(=O)NC1CCCC1)c1ccccc1 (centres undefined)	-6	-3	0
CC1(NC(=O)c2cc(S(=O)(=O)N3CCCCC3)ccc2Cl)CCS(=O)(=O)C1 (centres undefined)	-3	-4	-6
CC1CCCN(CC(=O)Nc2ccc(S(=O)(=O)N3CCCCC3)cc2)C1 (centres undefined)	-3	1	-1
Cc1ccc(OCCCC(=O)Nc2nncs2)cc1	-5	4	-10
Cc1ccc(Nc2nc(N)nc(CN3CCCCCC3)n2)cc1	-3	-2	-7
CCOCCCNCc1cccc(OC)c1	-7	-4	-5
Cn1c(CNc2nc3ccccc3n2C)nc2ccccc21	-13	-9	68*
COc1cccc(C(=O)CSc2nc3cccnc3n2C)c1	-13	0	-3
Cc1ccccc1NC(=O)CSc1nc(N)c(C#N)cc1C#N	-5	-6	5
CC1(C)CC(NC(=O)C2CCCCC2C(=O)O)CC(C)(C)N1 (centres undefined)	-3	-3	-5
COc1ccc(CN(Cc2nc3ccccc3c(=O)[nH]2)C(=O)C(C)(C)C)cc1	2	0	6
COc1ccc(C(=O)N2CCc3cc(OC)c(OC)cc3C2)cc1OC	0	1	-6
Cc1cc2c(N)cccc2nn1	-7	6	-3
Fc1ccccc1CSc1ncnc2c1oc1ccccc12	-5	-7	42*
COc1ccc(-c2cc(C(=O)Nc3cccc(C(C)=O)c3)no2)cc1	-8	-8	-1
CCc1cc(-c2n[nH]c(C)c2Oc2ccc(C(C)C)cc2)c(O)cc1O	2	1	-3
CC1(C)Cc2c(sc3ncn4nc(CCC(=O)O)c(=O)nc4c23)CO1	-7	-3	-2
O=C(CCN1C(=O)c2ccccc2C1=O)N1CCC(c2ccccc2)C1 (centres undefined)	-3	1	19
O=C(OCC(CO)OC(CO)n1ccc(=O)[nH]c1=O)c1ccccc1 (centres undefined)	-4	0	3
Cc1cc(NC(=O)CSc2nc3c(c(=O)n2-c2ccc(Br)cc2)SCC3)no1	-1	-1	-7
COc1ccc(C(=O)NCCCn2ccnc2)cc1	-2	1	-1
Cc1ccccc1OCCCC(=O)Nc1ccc(N2CCOCC2)cc1	0	7	-6

With a hit mark in esBAF inh, of those listed so far:
| smiles | esBAF inh |
| --- | --- |
| COc1cccc(C(=O)O/N=C(\N)c2ccc([N+](=O)[O-])cc2)c1 | 55* |
| Cn1c(CNc2nc3ccccc3n2C)nc2ccccc21 | 68* |
| Fc1ccccc1CSc1ncnc2c1oc1ccccc12 | 42* |

(more compounds)
SMILES	RAD54 inh	FN deposit inh	esBAF inh
CCOC(=O)N1CCN(C(=O)COc2ccc(S(=O)(=O)NCc3ccccc3)cc2)CC1	2	4	8
Cc1nc(NCCN2CCOCC2)c2nnn(Cc3c(F)cccc3Cl)c2n1	-6	-8	-10
Cc1cccc(N2CCN(C(=O)C34CC5CC(CC(C5)C3)C4)CC2)c1C	2	-5	6
O=c1oc2ccccc2c(N2CCCCC2)c1CN1CCCC1	-1	2	2
CCn1cc(-c2nnnn2-c2ccc(Cl)cc2)c(=O)c2ccccc21	0	6	0
O=C(c1cccc(C(F)(F)F)c1)N1CCN(c2cc(=O)[nH]nc2-c2ccccc2)CC1	6	2	-2
Cc1cc(C)nc(N2CCC(C(=O)Nc3nnc(C)s3)CC2)n1	9	-11	-1
COC(=O)C1=CNC=C(C(=O)OC)C1c1ccc(C(=O)OC)cc1	-6	1	-1
O=C(Nc1ccc(S(=O)(=O)Nc2ncccn2)cc1)c1ccc(Br)s1	2	7	4
Cc1ccc(S(=O)(=O)NC(=O)NC(C)(C)C)cc1	-5	-12	-3
CC(C)(C)c1nc2ccccc2[nH]1	5	-5	-9
Cc1c(Cl)cccc1NC(=O)CN1CCC(C(O)(c2ccccc2)c2ccccc2)CC1	-4	-3	-3
Clc1cccc(CSc2nnc([C@@H]3CCCN3)o2)c1	2	-3	-7
O=C(C1CCCCC1)N1CCC(n2nnc3ccccc32)CC1	0	-5	-2
O=C(CSc1ncnc2c1oc1ccccc12)Nc1ccc2c(c1)OCCO2	-5	-7	8
O=C(NCc1cccnc1)c1ccccc1Br	1	3	6
O=C(CSC(=S)N1CCCCC1)N1N=CCC1c1ccccc1 (centres undefined)	-3	0	25
CCOC(=O)C1=C(C)NC(C)=C(C(=O)OCC)C1C(=O)O	-15	4	-3

Screens deposited in PubChem by Broad Institute.
